NOD2 RIPK2 PPI: NOD2-RIPK2 binding disruptors in cells, primary screen, fluorescence, CHO cells, BLA complementation. Receptor-interacting serine/threonine-protein kinase 2 (Homo sapiens), O43353. CCF4 ratio. inhibition, % at 4.98 µM. 360,000 tested, 0.38% active; in the data active = inhibition above about 21%;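 note: 0% = vehicle only and 100% = reference blocker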
aDG glyco up: activators of alpha-DG glycosylation, primary screen, uHTS, Pro5-aDG cells, AlphaScreen; alpha-DG glycosylation AlphaScreen (IIH6); 0% Pro5, 100% B10-LARGE cell signal; activation, % at 10 µM; 360,000 tested, 0.22% active; AID 624168, 2012;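 active = activation of at least 8% versus controls, or a plate z-score of at least 8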;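 note: Pro5 are CHO cells carrying HIG-tagged alpha-DG that lacks glycosylation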
TLR9-MyD88 inh: inhibitors of TLR9-MyD88 association in cells, primary screen, cell-based, CHO, BLA complementation, fluorescence; CCF4 FRET ratio; inhibition, % at 4.98 µM; AID 504734, 2011; 340,000 tested, 0.21% active;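 active = inhibition above the mean over all tested compounds plus 3 SD, cut at about 21% in these data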;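 note: 0% = DMSO only wells and 100% = clavulanate BLA inhibitor control wells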
MC4R barr agon: MC4R agonists recruiting beta-arrestin, primary screen, cell-based, luminescence, agonist arm of biased-ligand search; Melanocortin receptor 4 (Homo sapiens), P32245; U2OS MC4R beta-arrestin complementation; percent of melanotan II response, DMSO zero; activation, % at 8.9 µM; 360,000 tested, 0.98% active; AID 540308, 2011;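 active = activation above a per-plate cutoff, the mean activation of sample wells on that plate plus 3 SD, cut at about 8% in these data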
Exocytosis inh: LAMP-1 surface exposure blockers, TALL-104 cells – cell-based, flow cytometry, MLPCN library, primary screen; TALL-104 LAMP-1 surface exposure; cells stimulated with thapsigargin and PMA; inhibition, % at 10 µM; 360,000 tested, 0.66% active; AID 651702, 2012;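 active = inhibition above about 55%, limit read from the data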
N-glyco inh: increase of ERlucT glycosylation luciferase signal, primary screen, N-linked glycosylation inhibitor project, D54 ERlucT cells, luminescence, set 2; D54 ERlucT glycosylation luciferase reporter, 24 h; percent of 100 nM tunicamycin response; reporter increase, % at 12.5 µM; 360,000 tested, 0.23% active;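 active = mean luciferase reporter signal, scaled so untreated is 0 and the glycosylation-blocking control 100, at or above a set limit in every replicate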;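 note: luciferase carries N-glycosylation sites so blocking glycosylation raises the light; 0% = median of neutral control wells and 100% = median of 100 nM tunicamycin wells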
ABHD5 PLIN5 PPI: ABHD5-PLIN5 interaction inhibitors, primary screen, cell lysate, split luciferase complementation, luminescence; 360,000 tested, 0.78% active; Split G. princeps luciferase complementation, 4 h; Perilipin-5 (Homo sapiens) + 1-acylglycerol-3-phosphate O-acyltransferase ABHD5 (Homo …; AID 602281, 2012; inhibition, % at 4 µM;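 active = inhibition above the mean inhibition across every tested compound plus 3 SD, cut at about 22% in these data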;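 note: 0% = DMSO only wells and the 100% control is not disclosed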
Target sequence (Q00G26 whole entry, looked up): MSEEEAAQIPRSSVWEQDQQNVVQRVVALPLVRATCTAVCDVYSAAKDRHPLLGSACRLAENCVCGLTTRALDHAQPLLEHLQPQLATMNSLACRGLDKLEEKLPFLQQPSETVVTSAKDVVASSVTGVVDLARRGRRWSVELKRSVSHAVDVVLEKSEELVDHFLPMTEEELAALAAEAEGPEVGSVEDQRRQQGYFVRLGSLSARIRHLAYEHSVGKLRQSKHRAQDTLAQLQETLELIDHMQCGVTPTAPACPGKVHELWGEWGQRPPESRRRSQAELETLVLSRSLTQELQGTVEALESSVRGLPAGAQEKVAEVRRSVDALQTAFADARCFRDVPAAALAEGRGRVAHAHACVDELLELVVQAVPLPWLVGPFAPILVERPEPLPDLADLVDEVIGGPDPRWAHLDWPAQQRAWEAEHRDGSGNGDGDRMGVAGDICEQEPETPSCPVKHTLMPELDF
Target sequence (Q8WTS1 whole entry, looked up): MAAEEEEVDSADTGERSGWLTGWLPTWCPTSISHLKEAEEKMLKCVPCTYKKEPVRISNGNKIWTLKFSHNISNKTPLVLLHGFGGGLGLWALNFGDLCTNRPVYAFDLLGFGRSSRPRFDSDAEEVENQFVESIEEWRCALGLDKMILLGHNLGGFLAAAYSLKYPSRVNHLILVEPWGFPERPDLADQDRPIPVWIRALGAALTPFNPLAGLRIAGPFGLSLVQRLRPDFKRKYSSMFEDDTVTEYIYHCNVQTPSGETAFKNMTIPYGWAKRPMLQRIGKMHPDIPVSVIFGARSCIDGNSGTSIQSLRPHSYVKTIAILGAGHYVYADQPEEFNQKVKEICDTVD
MC4R antagonist: MC4R antagonists of cAMP signaling, primary screen, cell-based, TR-FRET, antagonist arm of biased-ligand search. 360,000 tested, 0.48% active. MC4R-expressing cells, MTII-stimulated cAMP, LANCE TR-FRET. inhibition, % at 6.5 µM. Melanocortin receptor 4 (Homo sapiens), P32245;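 active = inhibition above its plate's cutoff, the mean of tested wells on that plate plus 3 SD, cut at about 29% in these data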;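 note: 0% = Melanotan II alone and 100% = Melanotan II plus saturating MCL0020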
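Assay system: human MC4R-expressing U2OS cells; reagent: Melanotan II stimulation of cells; dosing: 6.5 µM single dose; timing: compound 30 min, challenge 1 h, detection 1 h; signal: TR-FRET cAMP assay; replicates: one well per compound, no replicates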
Vif imaging: HIV Vif self-association inhibitors, primary screen, imaging, HEK293T, single point | HEK293T cells, Vif self-association by quenched fluorescence, 24 h | 340,000 tested, 0.35% active | inhibition, % at 7.49 µM; in the data active = inhibition above about 50%, passing the limit was not always enough; note: some results filed as inactive read as strong as hits
ABCB6 inh MLPCN: ABCB6 transporter inhibitors, primary screen, K562-ABCB6 cells, flow cytometry, MLPCN library; ATP-binding cassette sub-family B member 6 (Homo sapiens), Q9NP58; K562-ABCB6 porphyrin accumulation, 1 h; stronger effect = lower value; fluorescence ratio to DMSO, % at 10 µM; 360,000 tested, 0.19% active;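 active = fluorescence ratio to DMSO below 75%, the collection mean minus 3 SD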;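 note: signal is porphyrin accumulated inside mitochondria; 100% equals median channel fluorescence of DMSO control wells; lower ratio means ABCB6 inhibition with less porphyrin fluorescence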
Active calls of the source: *; i = inactive; / = not tested or not shown.

SMILES	NOD2 RIPK2 PPI	aDG glyco up	TLR9-MyD88 inh	MC4R barr agon	Exocytosis inh	N-glyco inh	ABHD5 PLIN5 PPI	MC4R antagonist	Vif imaging	ABCB6 inh MLPCN
O=C1C(=C2SCCCS2)CC/C1=C\c1ccc(F)cc1	-2	-0.2	-6	-0.6	-4	-20	6	17	-12	117
O=C(NCc1ccccc1)NC12CC3CC(CC(C3)C1)C2	-14	-0.1	-17	6.4	-2	-1	-3	7	-1	102
O=C(NN=C1CCCCC1)c1ccccc1-n1cccc1	-2	-0.2	1	-0.9	1	1	-4	1	7	97
CCCC(=O)OC(C(=O)Nc1cc(C(F)(F)F)ccc1Cl)c1ccccc1 (stereo not given)	-3	0.0	-6	-1.3	-2	-8	0	0	1	96
COc1cccc(Cn2c(=O)oc3ccccc32)c1	2	0.1	-3	-0.5	4	-2	1	9	-7	102
O=C(N1CCCC1)N1CCN(S(=O)(=O)c2ccccc2)CC1	6	0.0	-1	-1.3	-13	1	0	5	12	98
O=C(O)CC/C(=N\Nc1ccc([N+](=O)[O-])cc1)c1ccccc1	3	-0.2	2	-1.7	9	1	6	5	2	101
Cc1oncc1C(=O)Nc1ccc2ccccc2c1	0	0.1	0	-1.4	-5	1	-3	4	7	96
Cc1cccc(N2CCN(CCNC(=O)c3cc4c(s3)CS(=O)(=O)C4)CC2)c1C	-3	-0.1	9	1.8	2	-3	5	9	7	98
O=[N+]([O-])c1cccnc1Oc1ccc(F)cc1	-8	0.3	12	2.7	-2	-1	4	-1	7	94
O=C1C(Cc2ccc(F)cc2)SC(=Nc2ccccc2)N1c1ccccc1 (stereo not given)	-1	0.0	-2	0.9	2	-2	-4	19	1	96
Clc1ccc(C2CSc3c4ncnc-4ncn32)cc1 (stereo not given)	-1	0.3	-3	0.1	-8	-1	-3	2	-3	100
COc1cc(C(=O)OCC(=O)c2cc(C)n(C)c2C)cc(NC(=O)c2ccco2)c1OC	-5	-0.2	2	3.4	-2	-1	5	1	-4	92
COc1cc(NC(=O)[C@H]2CCCN2S(=O)(=O)c2cccc3cccnc23)cc(OC)c1OC	-11	0.2	5	-0.5	-4	5	14	1	-7	90
CCCC(=O)N/C(N)=N/c1nc(C)c2ccccc2n1	-3	0.1	9	-0.7	-5	5	3	-7	-4	98
Cc1cccc2c1-c1sc(C(=O)NCCCN3CCC(C)CC3)cc1CO2	0	0.6	7	0.6	79*	-4	12	5	-3	98
CCOCCn1c(CN2CCOCC2)nc2c1c(=O)[nH]c(=O)n2C	-11	0.7	0	-1.3	2	1	2	6	-7	102
CC1(C(=O)NS(=O)(=O)c2ccc(Cl)s2)CCN1C(=O)Cc1cc(F)ccc1F (stereo not given)	-15	0.1	/	-2.9	6	0	4	-6	/	101
CC(C)(C)C1=C(C#N)C(c2ccncc2)C(C#N)=C(N)O1 (stereo not given)	-11	-0.1	12	0.8	-2	-2	-4	6	11	100
COc1ccc(OC)c(CN2CCC(C(=O)N3CCN(c4ccccc4F)CC3)CC2)c1	-8	0.3	4	-1.5	4	-2	11	5	5	96
OC(CN1CCCC1)Cn1ccc2ccccc21 (stereo not given)	-2	0.0	-3	0.8	5	-1	-9	16	/	106
COc1cccc2c1oc1c(SCc3nc4ccccc4[nH]3)nc(C)nc12	-1	-0.1	-5	-1.9	-3	1	9	-7	5	100
CCN(CCn1cccn1)C(=O)CCc1nnc(-c2ccc3c(c2)OCO3)o1	-6	0.3	-3	0.3	-2	-2	-4	8	-2	102
O=C1CCSc2c1ccc1ccccc21	4	0.2	-3	-2.9	-9	3	1	3	-1	97
COc1ccccc1-n1c(CNc2ccc(F)cc2)nnc1SCC(=O)Nc1cc(C)on1	-12	0.2	-3	-1.3	-1	-1	7	5	13	100
COc1cccc(CN2CCN(C(=O)Nc3ccc([N+](=O)[O-])cc3)CC2)c1	8	1.9	-4	-0.7	1	0	-1	8	-5	97
CCCn1c(N2CCN(C(=O)N3CCCCC3)CC2)nc2ccccc21	-3	-0.1	-5	1.3	1	1	1	1	4	102
Cc1ccc(NC(=O)CSc2nnc(C3COc4ccccc4O3)o2)c(Cl)c1 (stereo not given)	1	-0.2	-8	-2.6	-1	4	-6	1	0	98
Cc1cc(Cl)c(S(=O)(=O)NC2CCCC2)cc1OCC(N)=O	4	-0.1	-4	-1.8	8	1	2	-5	-4	94
CN1CCN(NC(=O)c2cc(-c3ccc(Cl)s3)nc3ccccc23)CC1	3	0.8	-8	-1.5	34	5	6	-1	25	72*

Continued; the last 2 above are carried over.
SMILES	NOD2 RIPK2 PPI	aDG glyco up	TLR9-MyD88 inh	MC4R barr agon	Exocytosis inh	N-glyco inh	ABHD5 PLIN5 PPI	MC4R antagonist	Vif imaging	ABCB6 inh MLPCN
Cc1cc(Cl)c(S(=O)(=O)NC2CCCC2)cc1OCC(N)=O	4	-0.1	-4	-1.8	8	1	2	-5	-4	94
CN1CCN(NC(=O)c2cc(-c3ccc(Cl)s3)nc3ccccc23)CC1	3	0.8	-8	-1.5	34	5	6	-1	25	72*
Cc1c(C(=O)Nc2ccc(F)cc2)oc2ccc(S(=O)(=O)N3CC(C)CC(C)C3)cc12 (stereo not given)	-4	1.0	7	0.6	-6	-9	-5	1	2	97
CNC(=S)NNC(=O)Cc1ccc(OC)c(OC)c1	-20	-0.1	-6	-0.2	-5	-3	5	4	11	99
Cn1c(=O)oc2cc(S(=O)(=O)Nc3cccc(C(=O)O)c3)ccc21	-9	-0.1	-10	-1.6	5	2	-2	4	16	99
NS(=O)(=O)c1ccc(CCNS(=O)(=O)c2ccc(Cl)s2)cc1	-10	-0.1	-11	0.8	1	-1	6	0	0	95
COc1ccc(NC(=O)C2CCCN2C(=O)Oc2ccccc2)cc1 (stereo not given)	4	0.0	-2	-0.9	9	1	3	1	-1	100
O=C(NC1CCCCC1)N1CCN(c2ccccc2)CC1	0	0.2	2	-1.5	1	-2	0	7	0	91
CS(=O)(=O)NCc1nnc(SCc2c(F)cccc2Cl)o1	-4	-0.1	0	0.4	6	2	-1	9	3	99
CC(C)Nc1nc(Cl)nc(Nc2ccccc2)n1	2	0.1	-4	-0.1	-6	4	7	6	-2	97
CC(=O)NS(=O)(=O)c1ccc(NC(=O)C2C3C=CC(C3)C2C(=O)O)cc1 (stereo not given)	-4	0.1	-3	-0.5	1	2	0	22	3	101
COc1ccccc1CNc1nc(-c2cc(C)n(C)c2C)cs1	-8	-0.3	9	-2.8	0	0	4	-3	-4	99
CCc1ccc(NC(=O)C(C)OC(=O)CN2C(=O)NC3(CCCC3)C2=O)cc1 (stereo not given)	-4	-0.2	-1	-0.8	6	-1	8	1	1	98
O=C(CN1CCCCC1)N/N=C/c1cccc(C(F)(F)F)c1	2	0.1	-2	1.1	-2	0	-6	-2	-3	98
COc1ccc(NC(=S)Nc2cc(-c3ccccc3)[nH]n2)cc1Cl	-1	0.5	1	1.6	0	-4	-12	-8	-6	96
COc1ccc2c(c1)C(c1cccs1)=NNC(c1ccncc1)=N2	-5	-0.1	-10	-1.4	-7	-2	2	10	-2	98
CCOc1cccc(-c2csc(C3COc4ccccc4O3)n2)c1 (stereo not given)	-2	-0.2	11	2.6	-2	0	-6	0	-4	99

4 of the entries above in order of their number in ABHD5 PLIN5 PPI, falling.
SMILES	NOD2 RIPK2 PPI	aDG glyco up	TLR9-MyD88 inh	MC4R barr agon	Exocytosis inh	N-glyco inh	ABHD5 PLIN5 PPI	MC4R antagonist	Vif imaging	ABCB6 inh MLPCN
NS(=O)(=O)c1ccc(CCNS(=O)(=O)c2ccc(Cl)s2)cc1	-10	-0.1	-11	0.8	1	-1	6	0	0	95
CNC(=S)NNC(=O)Cc1ccc(OC)c(OC)c1	-20	-0.1	-6	-0.2	-5	-3	5	4	11	99
COc1ccc(NC(=O)C2CCCN2C(=O)Oc2ccccc2)cc1 (stereo not given)	4	0.0	-2	-0.9	9	1	3	1	-1	100
CC(=O)NS(=O)(=O)c1ccc(NC(=O)C2C3C=CC(C3)C2C(=O)O)cc1 (stereo not given)	-4	0.1	-3	-0.5	1	2	0	22	3	101

(cont.)
SMILES	NOD2 RIPK2 PPI	aDG glyco up	TLR9-MyD88 inh	MC4R barr agon	Exocytosis inh	N-glyco inh	ABHD5 PLIN5 PPI	MC4R antagonist	Vif imaging	ABCB6 inh MLPCN
O=C(COc1ccccc1)Nc1cccc(-c2nc3cc4ccccc4cc3[nH]2)c1	-12	-0.4	2	3.8	30	-6	8	19	2	90
CC(=O)NCCNc1nc2cc(-c3ccsc3)sc2c(=O)n1C	6	-0.4	/	-0.2	-1	2	3	2	16	99
CCCNC(=O)C(=O)Nc1ccc(N(C)C)cc1	-11	-0.2	-9	-0.9	-1	-5	-3	-3	-3	89
CC1CCN(C(=S)Nc2cccc(S(=O)(=O)N(C)C)c2)CC1	2	-0.4	2	-2.9	2	0	-1	3	/	i
Cc1cccc(/C(N)=N/OC(=O)c2ccc(F)cc2)c1	-6	0.0	-4	2.0	0	-10	-3	8	-5	98
O=C(O)c1ccccc1NS(=O)(=O)c1cccc2cccnc12	-8	0.0	-7	-0.6	0	0	3	17	/	100
Cc1cc(C)c(C)c(Cn2c(CO)nc3ccccc32)c1C	9	0.0	-7	1.6	-1	-3	1	6	-7	106
CCOc1cc(CN2CCN(S(=O)(=O)Cc3ccccc3)CC2)ccc1OC	-4	0.2	-4	-0.9	-7	-1	0	1	2	90
Cc1ccccc1N(C(=O)CNC(=O)c1cccs1)C(C(=O)NC1CCCC1)c1ccncc1 (stereo not given)	3	0.0	-1	0.6	2	1	-5	9	-6	97

Compound activity deposited in PubChem by several laboratories.

Some of the compounds tested, so the mix of outcomes need not match the whole.
